Compound activity from PubChem.
SR-BI DiI inh = mouse SR-BI HDL lipid transfer inhibition. inhibition, % at 12.5 µM. Q61009. ldlA[mSR-BI] CHO cells, DiI-HDL uptake fluorescence, 3 h. hit rate 0.96% among 320,000;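 active = mean replicate inhibition of at least 70% and a set share of replicates each scoring 70 or more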;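 also: 0% = median of neutral control wells and 100% = median of positive control wells; values of inactives mirror those of a sister screen read the other way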
Target sequence (Q61009 whole entry, looked up): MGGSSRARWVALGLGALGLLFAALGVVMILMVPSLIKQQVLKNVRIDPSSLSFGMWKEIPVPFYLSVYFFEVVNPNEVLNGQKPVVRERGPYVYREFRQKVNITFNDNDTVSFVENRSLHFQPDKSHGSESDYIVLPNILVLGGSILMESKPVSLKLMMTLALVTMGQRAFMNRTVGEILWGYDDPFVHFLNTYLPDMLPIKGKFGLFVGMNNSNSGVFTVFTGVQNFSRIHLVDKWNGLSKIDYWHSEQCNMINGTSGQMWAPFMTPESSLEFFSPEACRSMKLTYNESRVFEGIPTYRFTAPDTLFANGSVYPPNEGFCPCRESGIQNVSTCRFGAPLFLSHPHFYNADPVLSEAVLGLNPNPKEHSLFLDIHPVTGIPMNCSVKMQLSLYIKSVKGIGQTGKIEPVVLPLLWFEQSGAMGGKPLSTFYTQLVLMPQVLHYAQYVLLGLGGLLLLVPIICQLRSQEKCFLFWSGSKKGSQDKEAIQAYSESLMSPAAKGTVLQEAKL
CDK5 inh = CDK5/p35 (human) kinase inhibition | Recombinant CDK5/p35, ADP-Glo luminescence, 60 min | inhibition, % at 10 µM | hit rate 0.01% among 330,000 | Q00535+Q15078;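 active = highest replicate inhibition of at least 50% and at least 75% of replicates reaching 50%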;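 also: plate controls were DMSO neutral control for no effect and GW8510 at 10 µM for full effect; many of its hits are not listed in these tables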
Wnt act = activates Wnt/beta-catenin signaling in a reporter cell assay. hit rate 1.2% among 300,000. activator, plate reader. activation, % at 9.35 µM; in the data active = activation above about 30%, passing the limit was not always enough;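 also: 0% = neutral control wells and 100% = positive control wells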
dFosB act = enhances mouse delta FosB homodimer DNA binding; P13346; purified delta FosB, TAMRA-CDK5 oligo fluorescence polarization; percent of positive-control signal above neutral wells; activation, % at 25 µM; hit rate 0.99% among 340,000;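 active = mean activation above about 17%, with every replicate also reaching it, limit read from the data, passing the limit was not always enough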;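 also: fluorescence polarization rise as delta FosB binds a TAMRA Cdk5 AP-1 oligo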
HTR5A inv ag = inverse agonist of human HTR5A in OPRM1-OPRD1 counter-screen; AID 504634; inhibition, % at 9.3 µM; hit rate 0.083% among 340,000; P47898; HTR5A cell line, luminescence, inverse agonism; in the data active = inhibition mostly above about 23%, no sharp cut-off; inactive = mostly below about 18%;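 also: 0% = cells with DMSO and 100% = no-cell wells with DMSO; some compounds called inactive have numbers as strong as hits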
Target sequence (P47898 whole entry, looked up): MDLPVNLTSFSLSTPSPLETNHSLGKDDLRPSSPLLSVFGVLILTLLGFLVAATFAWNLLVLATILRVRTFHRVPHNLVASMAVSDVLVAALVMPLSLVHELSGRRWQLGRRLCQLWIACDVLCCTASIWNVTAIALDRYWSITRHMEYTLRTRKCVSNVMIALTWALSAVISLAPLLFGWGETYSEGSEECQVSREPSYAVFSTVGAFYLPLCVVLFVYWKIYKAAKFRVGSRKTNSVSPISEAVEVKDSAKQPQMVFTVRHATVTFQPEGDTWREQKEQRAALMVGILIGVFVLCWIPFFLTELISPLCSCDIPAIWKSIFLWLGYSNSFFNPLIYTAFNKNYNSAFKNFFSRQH
NSD2 inh = blocks human histone methyltransferase NSD2 | hit rate 0.54% among 310,000 | NSD2 peptide methylation, AlphaScreen, 120 min | O96028 | inhibition, % at 12.5 µM; in the data active = inhibition above about 50%
PvdQ inh = blocks Pseudomonas aeruginosa PvdQ acylase activity | purified PvdQ acylase, fluorescence plate reader | inhibition, % at 10 µM | hit rate 0.063% among 340,000 | AID 488965; in the data active = inhibition above about 30%, passing the limit was not always enough;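 also: 0% = vehicle neutral wells and 100% = reference inhibitor wells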
V-ATPase pHluor = alters yeast V-ATPase proton transport. response, % at 10 µM. hit rate 0.37% among 350,000. S. cerevisiae, pHLuorin cytosolic pH fluorescence; in the data active = response mostly above about 7.3%, no sharp cut-off; inactive = mostly below about 5.4%; also: actives read high; inactives centre near 0; some compounds called inactive have numbers as strong as hits; reference of the scale not given here
MITF TRPM1 HTS = activators of MITF-driven TRPM1 promoter activity in SK-MEL-5 cells; AID 588334; SK-MEL-5 TRPM1-promoter luciferase, 24 h; % of positive control, neutral wells = 0; hit rate 0.75% among 300,000; activation, % at 12.5 µM;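 active = mean activation of at least 80% with every replicate also reaching 80%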;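 also: 0% = neutral control wells and 100% = parthenolide positive control wells; values of inactives mirror those of a sister screen read the other way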
HTR5A ag = activates human HTR5A in OPRM1-OPRD1 agonist counter-screen. P47898. AID 504692. activation, % at 9.3 µM. hit rate 0.61% among 340,000. HTR5A agonist assay, luminescence, cell-based; in the data active = activation mostly above about 9.5%, no sharp cut-off; inactive = mostly below about 7.6%;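 also: 0% = cells with vehicle only and 100% = reference agonist; strong numbers were not always called active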
* hit, by the source's call; . = no result given.

SMILES	SR-BI DiI inh	CDK5 inh	Wnt act	dFosB act	HTR5A inv ag	NSD2 inh	PvdQ inh	V-ATPase pHluor	MITF TRPM1 HTS	HTR5A ag
COc1ccc(C(=O)N2CCC(C(=O)Nc3ccc4c(c3)OCCO4)CC2)cc1	1	0.2	.	-6	-26	0	-5	-1	-1	0
CC(C)(C)c1ccc(S(=O)(=O)CCc2ccccn2)cc1	-22	-0.4	20	-1	-67	0	-17	4	56	24*
CC1(c2ccccc2Br)NC(=O)N(CC(=O)N2CCc3ccccc3C2)C1=O (stereo not given)	15	-0.2	6	-7	-5	0	-5	3	1	2
CCS(=O)(=O)c1nc(S(=O)(=O)c2ccc(Cl)cc2)c(N2CCC(C(N)=O)CC2)s1	-9	0.0	0	-13	-17	.	-3	1	-23	1
O=C(c1ccc2c(c1)[nH]c(=S)n1c3ccccc3nc21)N1CCN(c2ncccn2)CC1	14	-4.4	-2	12	-4	.	-2	-1	-3	2
Cn1c(CCN2CCN(c3ccccn3)CC2)nc2cc(NC(=O)COc3ccc([N+](=O)[O-])cc3)ccc21	45	0.7	0	-2	-1	4	-6	-3	-23	0
CC(C)NC(=O)N1CCN(c2ccncc2S(=O)(=O)N2CCOCC2)CC1	9	-2.0	-3	3	-12	-1	3	-2	12	-5
COc1cccc(OC)c1C(=O)Nc1nnc(-c2ccc(F)cc2)s1	5	-0.7	1	-3	-4	-10	-6	3	20	-3
CCN(CC(=O)NCc1ccc(Cl)cc1)C(=O)CCc1ccccc1	-11	0.5	-2	2	5	-1	-2	-2	-10	-1
CCOc1ccc(S(=O)(=O)N2CCOCC2)cc1NC(=O)CN1C(=O)NC2(CCCCC2)C1=O	-7	1.0	-4	-13	3	4	-7	12	12	-1
Cc1ccc(OCC(=O)N/N=C2/SCC(=O)N2Cc2ccco2)cc1	-14	-2.1	1	-1	5	1	-17	0	-6	-6
Cc1cc(Cl)ccc1OCC(=O)NC(=S)Nc1ccccc1N1CCOCC1	51	-9.7	-3	-6	4	0	-20	4	3	1
Cc1ccc(NC(=O)C2CCCCC2C(=O)O)cc1Cl (stereo not given)	-13	0.8	-2	-6	11	-1	10	2	0	3
CCC(=O)c1cn(CC(=O)NCc2cccnc2)c2ccccc12	-26	0.2	.	-4	1	-1	-10	3	0	0
O=c1c(-c2ccc(F)cc2)coc2cc(O)ccc12	-21	-0.5	.	-7	-6	.	0	-2	75	8
COc1cc(-c2noc(C)c2C(=O)NCc2ccc(C)o2)cc(OC)c1OC	28	3.3	-1	-1	6	.	-5	2	5	-2
O=C(Nc1ccncc1)C1CC(=O)N(c2ccccc2)C1 (stereo not given)	17	-2.8	2	3	7	.	-13	-3	-2	-2
CCC(CC)C(=O)Nc1cc([N+](=O)[O-])ccc1F	-50	-1.4	.	-4	26	-2	-6	2	-12	-2
O=C(NNC(=O)c1cc2ccccc2oc1=O)c1ccccc1[N+](=O)[O-]	-9	1.3	4	-4	9	-5	-13	0	7	4
Nn1c(Cc2cccc3ccccc23)nnc1SCC(=O)N1CC(=O)Nc2ccccc21	0	-1.7	.	1	15	0	-26	-3	-12	-8
COc1nc2ccccc2nc1OC	-8	-0.9	-3	-6	7	.	-13	-1	5	-3
Cc1nn(CCCC(=O)NC2CCC(C)CC2)c(=O)c2nn(-c3ccccc3)c(C)c12 (stereo not given)	-2	0.9	-4	-7	-17	5	-2	-2	-12	-1
CC1Cc2ccccc2N1C(=O)NC1CC(=O)N(c2ccc3c(c2)OCCO3)C1 (stereo not given)	.	-1.5	-4	-3	7	-1	-5	0	-13	3
Cc1ccc(S(=O)(=O)c2nc(N3CCOCC3)sc2Cl)cc1	-17	0.2	.	-4	4	.	-17	1	.	0
CNc1nc(N)c([N+](=O)[O-])c(NCC2CCCO2)n1 (stereo not given)	3	0.8	3	-3	-46	0	-12	3	.	5
The listing continues:
SMILES	SR-BI DiI inh	CDK5 inh	Wnt act	dFosB act	HTR5A inv ag	NSD2 inh	PvdQ inh	V-ATPase pHluor	MITF TRPM1 HTS	HTR5A ag
CC1CCN(C(=O)c2ccc(NS(=O)(=O)c3cccs3)cc2)CC1	-5	0.3	2	-6	-4	-2	-11	-3	16	4
C=CCn1c(=N)c(C(=O)NCCCOC)cc2c(=O)n3cccc(C)c3nc21	-6	0.6	0	0	-18	2	-45	-28	14	6
O=C(CN1CCN(C2CCCCC2)CC1)Nc1ccc(Br)cc1	-22	0.1	-3	-7	33	8	10	-3	17	1
COc1cccc(-c2nnn(CC(=O)N(CC(C)C)C3CCS(=O)(=O)C3)n2)c1 (stereo not given)	-16	-0.1	1	-8	7	-2	-18	-3	-8	-2
COc1ccc(S(=O)(=O)N(C)C[C@H]2Oc3c(NC(=O)NC(C)C)cccc3C(=O)N([C@H](C)CO)C[C@@H]2C)cc1	-24	2.7	-3	-8	-17	.	-14	0	-2	5
COc1cc2[nH]c(=O)n(CCC(=O)N3CC=C(c4ccccc4)CC3)c(=O)c2cc1OC	23	-1.5	-5	-11	3	4	-6	-4	.	0
Cc1ccc(N(C)S(=O)(=O)c2cccc(C(=O)N3CCN(Cc4ccccc4)CC3)c2)cc1	60	0.3	0	-6	-20	3	-1	5	-12	5
COc1ccc(CCC(C)NCc2ccc(Cl)c(Cl)c2)cc1 (stereo not given)	21	0.3	-1	-5	-17	-3	-7	-1	.	5
CCOC(=O)C1CCCN(C(=O)c2ccc([N+](=O)[O-])c(C)c2)C1 (stereo not given)	10	0.0	-4	-1	-26	-2	5	1	1	5
COc1cc(C(O)P(=O)(OC(C)C)c2ccc(N(C)C)cc2)cc(OC)c1OC (stereo not given)	-51	0.7	-4	-15	-11	-9	-7	4	.	4
CS(=O)(=O)N(CC(=O)N1CCCC1)c1ccc(OCc2ccccc2)cc1	7	1.5	0	-5	-20	-9	-12	0	-1	4
CCC(CC)c1nnc(NC(=O)CCc2ccc(OC)cc2)s1	0	1.2	-1	-5	7	1	5	-1	-6	6
Cc1ccc(CNc2nc(C)c(C(=O)N(C)C)s2)cc1	.	-0.6	0	4	1	39	-4	-4	28	0
Cn1c(Cc2ccccc2)nnc1SCc1ccc(C(=O)O)cc1	-7	-1.2	.	-12	12	-4	-16	3	1	7
N#C/C=C/N1CCN(C(=O)c2ccco2)CC1	-18	0.4	-5	-3	-11	0	2	8	2	4
CCOC(=O)c1c(C)[nH]c(C(=O)CN2C(=O)NC(C)(C)C2=O)c1C	18	0.7	1	-7	0	-1	-5	0	13	1
CCOC(=O)c1cc2c(=O)n3ccccc3nc2n(Cc2ccccc2)c1=N	-1	-1.4	-4	-9	-14	15	-12	-1	-2	5
CCN(CC)C(=O)CN1C(=O)NC2(CCc3ccccc3C2)C1=O (stereo not given)	-18	4.4	-1	4	13	-2	-3	1	10	-5
N=C1/C(=C\c2ccc(-c3cc(Cl)cc(Cl)c3)o2)C(=O)N=C2SC=C(c3ccccc3)N12	46	-0.5	-3	-2	7	-1	-8	-3	7	-1
Cc1ccc(OCc2cc(C(=O)N3CCCC(O)C3)no2)cn1 (stereo not given)	-3	0.5	-2	8	9	1	-12	3	24	-2
CC(=O)c1sc(NC(=O)CCS(=O)(=O)c2ccc(C)cc2)nc1C	-17	-0.1	2	-6	13	1	-7	2	-8	3
Cc1cccc2sc(N3CCN(C(=O)C4COc5ccccc5O4)CC3)nc12 (stereo not given)	2	0.4	1	-4	-15	-1	-11	5	6	6
O=C(c1cccc(S(=O)(=O)Nc2ccccc2Cl)c1)N1CCN(c2ccccc2O)CC1	16	0.0	3	-9	-2	6	-14	-2	9	1
CCOCCOC(=O)C1=C(C)N(C)C(=O)NC1c1cc(Cl)c(O)c(OCC)c1 (stereo not given)	.	-0.8	-4	-2	4	19	7	12	.	-1
CCCCN(C(=O)CCC(=O)OCC(=O)NCc1ccccc1)c1c(N)n(CCC)c(=O)[nH]c1=O	-2	-6.1	-4	-3	-22	1	-9	-1	8	9

Individual results from the list.
COc1cccc(-c2nnn(CC(=O)N(CC(C)C)C3CCS(=O)(=O)C3)n2)c1 (stereo not given) @ CDK5 inh = -0.1
CCOC(=O)c1cc2c(=O)n3ccccc3nc2n(Cc2ccccc2)c1=N @ NSD2 inh = 15

(next part)
SMILES	SR-BI DiI inh	CDK5 inh	Wnt act	dFosB act	HTR5A inv ag	NSD2 inh	PvdQ inh	V-ATPase pHluor	MITF TRPM1 HTS	HTR5A ag
O=C(CSc1nnnn1Cc1ccccc1)N1CCN(c2ccccc2)CC1	-26	1.0	-2	-10	3	2	7	-5	3	-1
CN(CC(=O)Nc1ccccc1Br)C(=O)c1ccccc1OCc1ccc(F)cc1	27	1.5	-3	-12	-12	-2	1	-1	-3	-1
Cc1ccn2c(NC(=O)c3cccs3)c(-c3ccccc3)nc2c1	-15	.	.	-2	13	-1	-8	-2	4	1
CCOc1ccc(NC(=O)CS(=O)CC(=O)N(CC(=O)NC(C)(C)C)C2CCCC2)cc1 (stereo not given)	4	-0.9	1	-5	11	-2	-3	-1	-3	2
CNc1nccc(-c2ccc(Cl)cc2)c1C#N	8	-0.1	-1	-3	2	3	5	-5	-10	5
COc1ccc(NC(=O)N2CCN(S(=O)(=O)c3ccc(F)cc3)CC2)c(OC)c1	-9	-0.5	-2	-4	22	-5	14	5	1	-3
CC(C)(C)c1ccc(-c2noc(-c3ccno3)n2)cc1	7	1.2	-3	-13	-9	-1	5	-3	118*	6
CCn1cc(CN2CCCC(CNC(=O)COc3ccccc3OC)C2)c(C)n1 (stereo not given)	-37	0.1	0	-11	21	-3	5	4	2	0
Cn1cc([N+](=O)[O-])c(C(=O)N(Cc2ccccc2)Cc2ccccc2)n1	-2	1.6	2	0	3	2	-18	-2	-1	1
CC1Sc2ccc(S(=O)(=O)CCC(=O)NCc3cccs3)cc2NC1=O (stereo not given)	-5	0.0	-2	-15	-9	2	-3	0	-4	-4
CCN(CC)S(=O)(=O)c1ccc2c(c1)nc(SCC(=O)N1CCCCCC1)n2-c1ccc(OC)cc1	5	0.0	-6	-12	6	7	-1	-2	5	-3
Cc1ccc(/C=C/C(=O)N2CCN(c3ncccn3)CC2)o1	-2	-1.0	.	-5	9	1	4	-2	8	0
O=C(Cn1nc(-c2ccccc2)ccc1=O)NCCCN1CCOCC1	-28	0.6	0	0	-1	-2	-9	-2	-7	0
CCOC(=O)C1CCCN(C(=O)c2cn(C)c(=O)c3cc(OC)c(OC)cc23)C1 (stereo not given)	-14	-1.5	1	-3	-3	0	-7	3	.	1
O=C(O)c1cn[nH]c1-n1cnnn1	-18	0.1	-3	2	-10	43	-4	-4	-10	1
COc1ccc(C(=O)NNC(=O)C2CC=CCC2)cc1 (stereo not given)	-17	1.2	12	1	-3	-2	-2	-3	27	10
Clc1ccc(SCc2nc3ccccc3[nH]2)cc1	-12	-0.3	.	-8	-27	0	-2	-1	119*	-3
COc1cccc(NC(=S)N(CCCN2CCCC2)Cc2ccco2)c1	3	-0.3	-1	-1	6	2	-17	8	13	-2
Cc1cc(C(=O)NN=C(CCC(=O)O)c2cccs2)c(C)o1	-19	1.2	1	-2	-26	-1	-7	1	2	10
Cn1cc(CCC(=O)N2CCCC(Nc3ccc(F)cc3)C2)cn1 (stereo not given)	-6	0.3	-1	1	1	-4	2	0	-1	4
COC(CNC(=O)C(=O)Nc1ccc2c(c1)N(S(=O)(=O)c1cccs1)CCC2)OC	15	0.6	2	-3	-22	15	-10	-4	-1	7
